Source: PubChem (Fisher Drug Discovery Resource Center)
mcGAS RapidFire = blocks mouse cGAS cGAMP production | recombinant mouse cGAS, cGAMP by RapidFire MS | AID 1259397 | Q8C6L5 | 130,000 tested, 0.18% active | inhibition, % at 12.5 µM;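 active means inhibition of cGAS enzyme activity at or above 60%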;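 further: enzyme stimulated by 45 bp dsDNA with ATP and GTP substrates; cGAMP share of summed cGAMP plus half ATP and half GTP signals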
Target sequence (Q8C6L5 whole entry, looked up): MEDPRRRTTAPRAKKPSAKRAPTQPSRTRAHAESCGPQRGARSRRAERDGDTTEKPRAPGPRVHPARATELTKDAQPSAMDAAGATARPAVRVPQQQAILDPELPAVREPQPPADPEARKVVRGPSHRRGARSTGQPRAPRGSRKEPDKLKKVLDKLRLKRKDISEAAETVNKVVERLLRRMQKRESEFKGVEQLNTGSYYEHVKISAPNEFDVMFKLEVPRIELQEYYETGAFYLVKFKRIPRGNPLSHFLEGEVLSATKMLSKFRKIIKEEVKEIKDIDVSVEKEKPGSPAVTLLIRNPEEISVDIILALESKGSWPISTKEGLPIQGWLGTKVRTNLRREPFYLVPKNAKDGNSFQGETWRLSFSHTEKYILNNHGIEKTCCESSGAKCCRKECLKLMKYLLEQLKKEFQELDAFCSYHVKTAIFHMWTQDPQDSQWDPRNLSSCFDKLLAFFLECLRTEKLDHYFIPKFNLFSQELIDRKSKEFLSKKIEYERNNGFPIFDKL
* marks the source's active call; other numbers are inactive results; & = joins results of further samples.

SMILES	mcGAS RapidFire
CC(=O)c1ccc(N2C(=O)C(C)Oc3ccc(OC(F)(F)F)cc32)cc1 (stereo unspecified)	-1
Cc1ccc(C(C[N+](=O)[O-])n2nc(C)cc2C)cc1 (stereo unspecified)	2
COc1cc(OC)c2c(c1)OC1(CCN(C(=O)OCc3nccn3Cc3ccccc3)CC1)CC2=O	0
CN(Cc1cc(C(C)(C)C)n[nH]1)C(=O)CCNC(=O)c1ccc(F)cc1	-24
CCCn1c(=O)c2c(nc3n(C(C)CC)c(C)cn23)n(C)c1=O (stereo unspecified)	-7
CCC(C(=O)NCc1cccnc1Oc1ccccc1)N1CCOCC1 (stereo unspecified)	-19
CC(=O)N1CCc2c(sc(NC(=O)/C=C/c3ccc([N+](=O)[O-])cc3)c2C(N)=O)C1	-5
O=C(Nc1ccc(-c2ccn[nH]2)cc1)C1CCCN(C2CCOCC2)C1 (stereo unspecified)	-4&-3
CC1=NN(Cc2cccc(C)c2)c2nc3c(c(=O)n(C)c(=O)n3C)n2C1C (stereo unspecified)	-7
COC(=O)c1sccc1S(=O)(=O)Nc1cccc(C)c1C(=O)OC	-5
Cc1ccc2nc(CN3CCCCC3CO)[nH]c2c1 (stereo unspecified)	-2
COc1ccccc1CCC(=O)N1CCC(=O)N(CC2CC2)C(C(C)C)C1 (stereo unspecified)	-54
O=C1NCC(=O)N2CCN(CC3=Cc4cc(Cl)ccc4OC3)CC12 (stereo unspecified)	-20
Cc1ccc(N2CCn3c2n[nH]c3=S)cc1	-6
CC(=O)N[C@H]1CCN(Cc2cnc(-c3ccccc3C)s2)C1	-9
CC(NC(=O)Nc1ncn(Cc2ccc(Cl)cc2)n1)C1CCCO1 (stereo unspecified)	-6
Oc1c2cccnc2cn1C(CCn1cncn1)c1ccccc1 (stereo unspecified)	-26
CCc1noc(C(C)N2CCC(NC(=O)c3ccccc3)CC2)n1 (stereo unspecified)	-14
O=C(CN1C(=O)NC2(CCc3ccccc32)C1=O)NC1CCCCCCC1 (stereo unspecified)	-5
O=C(Nc1ccc(SCCN2CCOCC2)nn1)c1cccs1	-8
O=C(Nc1nc(-c2cc([N+](=O)[O-])cs2)cs1)c1ccc2ncsc2c1	-3
Cc1nn(C)c(C)c1CCC(=O)Nc1ccc(C(C)(C)C#N)cc1	-18
CN1CCN(CCNCc2cccn2-c2nnc(N3CCCC3)s2)CC1	-9
CC1NCCN(c2ccc(Cl)cc2)C1=O (stereo unspecified)	-8
Cc1ccc(N2C(=O)/C(=C/C3CC=CCC3)SC2=S)cc1 (stereo unspecified)	2
CN(Cc1cc(C(C)(C)C)n[nH]1)c1nc(CCN)nc2ccccc12	-3
Cc1nnc2n(C3CCCCC3)c(=O)c3c4c(sc3n12)CCC4	-17
COc1ccc(Cl)c(-c2c(-c3ccccc3)ncn2C[C@H](C)O)c1F	-10
Cc1cc(C)c(C2=CSC3=NS(=O)(=O)CCN23)cc1C	-5
O=C(CCCc1cn[nH]c1)N1CCC(N2CCCC(C(=O)N3CCCC3)C2)CC1 (stereo unspecified)	4
CC(Sc1nncn1-c1ccccc1)C(=O)NCc1ccccc1 (stereo unspecified)	-15
CCOC(=O)c1nc(-c2ccccc2)oc1NC	13
Cc1ccc(Cl)cc1NC(=O)Cn1c[n+](C)c2ccccc21	2
CCOCCn1nc(C)cc1C(=O)N1CCOC(c2ccc(F)cc2)C1 (stereo unspecified)	-20
CN1[C@H]2CC[C@@H]1CN(C(=O)NCCc1ccccc1)CC2	-11
Fc1ccc(-c2noc(N3CCOCC3)c2CNCc2ccco2)cc1	-15
CN=c1c([N+](=O)[O-])nn(-c2ccccc2)n1O	-30
CN1CCc2c(NC(=O)NCc3ccccc3)cccc21	-28
Cc1c(C(=O)NCc2cccs2)sc(=O)n1Cc1ccc(F)cc1	-5
Cc1csc(SCC(=O)Nc2cc(C)on2)n1	-10
O=C(CN1CCSC1=O)NCCc1cc(Cl)c2c(c1)OCCO2	-4
CC(NC(=O)C1CC1c1ccc(C(F)(F)F)cc1)C1CC1 (stereo unspecified)	2
OCC1(Cc2ccccc2)CCCN(Cc2ccc(Oc3ncccn3)cc2)C1 (stereo unspecified)	-6&5
Cc1nn(CC(O)c2ccc(Cl)cc2)c(=O)c(C#N)c1C (stereo unspecified)	-4
Cc1nc(SCC(=O)NCCc2cccs2)n(CC2CCCO2)c1C (stereo unspecified)	5
N#C/C(=C\c1ccc(Cl)c([N+](=O)[O-])c1)c1nn(CCO)c(N)c1C#N	5
O=C(Cc1cc(C(F)(F)F)cc(C(F)(F)F)c1)N1CC[C@H](CO)[C@H](O)C1	-14
O=c1ccn(CCOc2cc(Cl)cc(Cl)c2)c(Cl)c1	-3
CCC(C)NC(=O)C1CCN(c2nc(C)c3ccc(S(C)(=O)=O)cc3n2)CC1 (stereo unspecified)	-8
CCCN1CC(=Cc2ccsc2)C(=O)C(=Cc2ccsc2)C1	-93
CSc1ccc(CN(Cc2ccco2)C(=O)c2c(F)ccc(C)c2Cl)cc1	2
CCCn1c(O)cc(=O)[nH]c1=S	-1
Cn1cc(OCc2ccc(F)cc2)c(=O)cc1C(=O)NCc1ccc(F)cc1	-4
CC(Oc1ccc(F)cc1F)C(=O)N1CC(c2cccnc2)C1 (stereo unspecified)	-2
Cc1cc(NC(=O)N2CCC(c3ccccc3)CC2)no1	-14
COCCN=c1scc(-c2ccc(Br)cc2)n1N=Cc1ccc2c(c1)OCO2	-16
CCOC(=O)C1(CCCc2ccccc2)CCN(C(=O)C2CCCCN2C)CC1 (stereo unspecified)	-12
CN(CC12CC3CC(CC(C3)C1)C2)C1CCC(=O)N(Cc2ccccc2F)CC1 (stereo unspecified)	3
C=CCNc1ccc(S(C)(=O)=O)cc1[N+](=O)[O-]	0
CCC(=O)C1=C(c2ccc(Cl)cc2)N(C(=O)CC)n2cnnc2S1	-5

Next part:
SMILES	mcGAS RapidFire
Cc1cc(C)c(C)c(OCCCNC(=O)c2scnc2C)c1	-12
CCCNC(=O)c1sc2nc(Cc3ccccc3)[nH]c(=O)c2c1C	12
Cc1cn2c3c(=O)n(Cc4ccccc4F)c(=O)n(C)c3nc2n1CCCO	-4
CCCC(=O)N1N=C(c2ccco2)CC1c1cc2cccc(C)c2nc1Cl (stereo unspecified)	-3
OC(COc1ccc(Cl)cc1CN1CCCC1)CN1CCCCCC1 (stereo unspecified)	-7
CN(Cc1cnn(C)c1)c1nc2nonc2nc1NCc1cccs1	1
Cc1ccoc1C(=O)N1CCCn2nc(C(=O)Nc3ccccc3)cc2C1	-3
CCc1cc2cc(C(=O)Nc3ccc(C)cc3)sc2s1	-8
Cc1ncc(CC(=O)NC(C)c2ccc3c(c2)CCCC3)c(=O)[nH]1 (stereo unspecified)	-1
COc1cccc(-c2[nH]cnc2-c2ccccc2)c1OCCN(C)C	-26
O=S1(=O)NC(=NCCCCOc2ccccc2)c2ccccc21	-7
O=C1CCCCC1N(C(=O)CCn1cnnn1)c1ccccc1 (stereo unspecified)	-6
Cc1nc2ccc(C(=O)N3CCCC(CNC(=O)c4ccc(F)cc4)C3)cc2nc1C (stereo unspecified)	0
NC(=O)Cn1c(CO)cnc1SCCc1ccccc1	-7
C#CCN(C)Cc1ccccc1	-5
COC(=O)C1=C(C)NC(C)=C(C(=O)OC)C1C(=O)OCC(C)=O	-10
COc1ccc(NC(=O)CNS(=O)(=O)c2cnn(C)c2)cc1Cl	10
COc1cccc(-c2ccc(SCCN3CCCCC3)nn2)c1	-8
Cc1cc(C2CCCN2Cc2cccc(C(=O)Nc3nccs3)c2)no1 (stereo unspecified)	-10
CCOC(=O)N1CCCC(C(=O)NCc2csc(-c3ccccc3)n2)C1 (stereo unspecified)	-1

Next part; it opens with the two that closed the last part.
SMILES	mcGAS RapidFire
Cc1cc(C2CCCN2Cc2cccc(C(=O)Nc3nccs3)c2)no1 (stereo unspecified)	-10
CCOC(=O)N1CCCC(C(=O)NCc2csc(-c3ccccc3)n2)C1 (stereo unspecified)	-1
CC(C)(C(N)=O)N1CCN(C(=O)c2cc(C(F)(F)F)cc(C(F)(F)F)c2)CC1	-7
COc1ccccc1OCC1CN(C(=O)Cc2ccc(OC)c(OC)c2OC)CCO1 (stereo unspecified)	-4
O=S(=O)(c1cn[nH]c1)N1CCc2[nH]c3ccc(F)cc3c2C1	-12
CCOC(=O)C1(CC2CCCCO2)CCN(C(=O)Nc2cc(Cl)ccc2OC)CC1 (stereo unspecified)	-7
CC(C)C1CN(C(=O)Cn2cccnc2=O)CCCN1CC1CC1 (stereo unspecified)	-6
O=S1(=O)CC/C(=N\NS(=O)(=O)c2ccc(Br)cc2)c2ccccc21	2
CN1Cc2ccccc2CC1C(=O)NCCc1csc(-c2cccnc2)n1 (stereo unspecified)	-11
CNC(=O)[C@@H]1C[C@H](N)CN1S(=O)(=O)c1cc(C)c(Cl)cc1C	-18
COc1cc(C2=NC(=Cc3ccc(N4CCOCC4)s3)C(=O)O2)cc(OC)c1OC	0
COc1ccc(-n2ccnc2CN2CCN(c3nccnc3C)CC2)cc1	-9
O=C(/C=C/c1ccccn1)N1CCC(CN2CCCCCC2)CC1	0
CSc1ccc(-c2nc(Cn3cnc(C4CC4)n3)c(C)o2)cc1	-26
CC(OC1CCCC1)C(=O)Nc1ccc(Br)cc1 (stereo unspecified)	-6
CC1(C)CC(=O)c2cc3c(N)c(C(=O)Nc4ccc(F)cc4)sc3nc2C1	-3
COc1cc(C)c(C(=O)N(CC(F)(F)F)C2CCC2)cc1OC	-7
FC(F)(F)c1cccc(CNc2ncnc3[nH]ncc23)c1	-8
Cc1[nH]c(=O)sc1C(=O)NCc1ccc(Cl)c(Cl)c1	3
O=C(COCC(F)(F)F)N1CCN(C(=O)Cc2ccccn2)CC1	-34
CCN(CC)C(=O)Cn1cc(C(=O)NCCSc2nccn2C)nn1	-9
CCc1cc(=O)[nH]c2cc(NC(=O)Cc3ccccc3Cl)ccc12	-9

Quoted at random: two records from the list.
SMILES	mcGAS RapidFire
O=S(=O)(c1cn[nH]c1)N1CCc2[nH]c3ccc(F)cc3c2C1	-12
CCc1cc(=O)[nH]c2cc(NC(=O)Cc3ccccc3Cl)ccc12	-9

(listing goes on)
SMILES	mcGAS RapidFire
CCCC(C)NC(=O)C1CCCN(C(=O)c2ccccc2F)C1 (stereo unspecified)	-13
CC(C)n1nccc1NC(=O)c1ccc(=O)n(C)n1	-5
CN1CCC(NC(=O)C2(C)CCN2Cc2ccc3ccccc3c2)CC1 (stereo unspecified)	-7
NC(=O)C1CCN(C(=O)CNc2ccc(Cl)c(C(F)(F)F)c2)CC1	-12
Cc1cccc(C(=O)N2CCCC(OCc3cccc(OC(F)(F)F)c3)C2)c1 (stereo unspecified)	-7
CN(C)C(=O)N1CCC(C(=O)Nc2ccc(Oc3ccccc3)cc2)CC1	-13
CCCC(NC(=O)Cc1ccccc1)C(=O)Nc1ncccc1Br (stereo unspecified)	-2
CCc1cnc(C)nc1N[C@@H](C)c1cccc(OC)c1	-6
CCOc1ccccc1-n1c(=O)[nH]c2c(C(N)=O)nc(-c3ccncc3)nc21	-9
C1=CCC(c2cn(Cc3ccccc3-n3cccn3)nn2)CC1 (stereo unspecified)	-23
OCCCc1nc2ccccc2n1CCCOc1ccccc1	-3
CC(C(=O)N1c2ccccc2NC(=O)C1(C)C)N1CCN(Cc2ccc3c(c2)OCO3)CC1 (stereo unspecified)	-1
c1ccc(CC2(CNC3CC3)CC3CCC2C3)cc1 (stereo unspecified)	3
O=c1c2ccc(C(F)(F)F)cc2nc2n1CC/C2=C/c1csc(Br)c1	-32
O=c1c2cnc3ncnn3c2ccn1C1CCCC1	-6
O=[N+]([O-])c1cccc(C2Oc3ccccc3C3CC(c4ccc5c(c4)OCCO5)=NN32)c1 (stereo unspecified)	-11
O=S(=O)(Nc1ccc2c(c1)OCO2)c1ccc(Br)s1	12
Cc1cccc(Cn2cccc(C(=O)O)c2=O)c1	-4
CCn1nnc2c(N3CCC(O)CC3)ncnc21	-11
Cc1cnc(NC(=O)CCCNS(=O)(=O)c2ccc(C)c(C)c2)s1	-4

4 structures already listed, sorted by formula weight, largest number first.
SMILES	mcGAS RapidFire
Cc1cccc(C(=O)N2CCCC(OCc3cccc(OC(F)(F)F)c3)C2)c1 (stereo unspecified)	-7
CCOc1ccccc1-n1c(=O)[nH]c2c(C(N)=O)nc(-c3ccncc3)nc21	-9
CN1CCC(NC(=O)C2(C)CCN2Cc2ccc3ccccc3c2)CC1 (stereo unspecified)	-7
CCCC(C)NC(=O)C1CCCN(C(=O)c2ccccc2F)C1 (stereo unspecified)	-13

Returning to the listing, starting 4 compounds before the break.
SMILES	mcGAS RapidFire
O=S(=O)(Nc1ccc2c(c1)OCO2)c1ccc(Br)s1	12
Cc1cccc(Cn2cccc(C(=O)O)c2=O)c1	-4
CCn1nnc2c(N3CCC(O)CC3)ncnc21	-11
Cc1cnc(NC(=O)CCCNS(=O)(=O)c2ccc(C)c(C)c2)s1	-4
COc1ccc(NC(=O)NCCS(=O)(=O)c2c(C)n(C)c3ccccc23)cc1	16
COc1ccc2cc(C3CN(C(=O)CN4CCCC4=O)CCO3)ccc2c1 (stereo unspecified)	-30
CC(C1=CCCN(CCn2cccc2)C1)N(C)C(=O)c1ccco1 (stereo unspecified)	-6
CC(C)c1cc(C(=O)NCc2noc(-c3cccs3)n2)n(C)n1	-8
N/C(=N/OCC(=O)N1CCOCC1)c1nonc1N	-22
COc1cccc(-n2cc(CNCc3nc(-c4ccco4)no3)cn2)c1	-16
CC(NC(=O)NCCn1ccnc1)c1nc(-c2ccccc2)cs1 (stereo unspecified)	-5

Only part of the results is shown; the hit share may differ from the screen's.
